West Nile virus CPE: West Nile virus antiviral activity, cell-based, CPE readout (AID 1621) | actives 0.02% (n = 290,000) | West Nile virus-infected cells, CPE inhibition; higher % means a stronger effect | CPE inhibition, % at 10 µM, or IC50 in µM where a hit was titrated; in the data active = a potency from the dose series; note: strong numbers were not always called active
AID2073: inhibitors of Mint1-CaV2.2 protein interaction, biochemical, HTRF (AID 2073). HTRF protein-protein interaction, Mint1-CaV2.2; higher % means a stronger effect. one-dose inhibition, % at 20 µM; IC50 in µM for titrated hits. actives 0.19% (n = 290,000); in the data active = inhibition mostly above about 51%, no sharp cut-off; note: some results filed as inactive read as strong as hits
Rac1 GTP hydrolysis: MgcRacGAP GTPase-activating activity inhibitors, confirmation, biochemical, ADP Hunter fluorescence | Rac GTPase-activating protein 1 (Homo sapiens) | MgcRacGAP-stimulated Rac1 GTP hydrolysis, ADP Hunter fluorescence; higher % means a stronger effect; GST-tagged Rac1 F28L mutant substrate | inhibition, % at 30 µM; hits with a dose series show IC50 in µM | actives 0.6% (n = 340,000) | AID 624330, 2012;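 active = first-screen hits whose inhibition reached a set limit at any dose in the follow-up dose series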;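 note: fluorescence reports GDP produced by GAP-driven GTP hydrolysis; strong numbers were not always called active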
NTR1 ag: agonists of NTR1, primary screen, imaging, U2OS cells, beta-arrestin-GFP, high content (AID 493036); NTR1-U2OS beta-arrestin-GFP spot imaging, agonist mode; activation, % at 20 µM; actives 0.17% (n = 330,000);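 active = activation at or above 40% of the spot to cytoplasm intensity ratio, with at least 20 cells analyzed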;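 note: 0% = DMSO without peptide and 100% = 100 nM NTR1 peptide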
Target sequence (P30989 whole entry, looked up): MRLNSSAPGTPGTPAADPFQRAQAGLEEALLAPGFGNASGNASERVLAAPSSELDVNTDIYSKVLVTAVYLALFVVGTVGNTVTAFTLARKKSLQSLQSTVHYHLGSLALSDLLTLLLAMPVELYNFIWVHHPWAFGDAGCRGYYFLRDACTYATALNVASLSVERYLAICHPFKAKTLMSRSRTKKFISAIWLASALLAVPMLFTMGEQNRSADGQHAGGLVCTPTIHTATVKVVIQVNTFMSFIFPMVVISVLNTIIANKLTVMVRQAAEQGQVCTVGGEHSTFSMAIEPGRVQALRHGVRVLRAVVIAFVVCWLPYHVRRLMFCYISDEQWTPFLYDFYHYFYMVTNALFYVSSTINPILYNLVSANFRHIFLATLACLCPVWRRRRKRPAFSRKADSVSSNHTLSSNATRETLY
RSV CPE inhibition: RSV antiviral activity via CPE protection, HEp-2 cells, primary 10 µM value included (AID 2391); HEp-2 cells, RSV-induced CPE inhibition; higher % means a stronger effect; CPE inhibition, % at 10 µM; hits with a dose series show IC50 in µM; actives 0.13% (n = 310,000); in the data active = a potency from the dose series; note: strong numbers were not always called active
K1F lysis inhibition: inhibition of K1F phage lysis, E. coli UTI89, bacterial capsule biogenesis inhibitors, alamar blue (AID 488966). inhibition, % at 100 µM; hits with a dose series show IC50 in µM. actives 0.02% (n = 340,000). E. coli UTI89 K1F phage lysis, alamar blue, 2 h; higher % means a stronger effect;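 active = phage lysis inhibition, versus mean bacterial control, above a set limit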;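 note: capsule biogenesis inhibitors block K1F phage lysis so surviving cells raise fluorescence; higher fluorescence means more inhibition of phage lysis; actives were called in the ten point dose series up to 300 µM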
Siah-1 displacement: Siah-1 peptide-binding antagonists, primary screen, biochemical, fluorescence polarization, rhodamine-plectin, uHTS (AID 1817); actives 0.02% (n = 290,000); one-dose displacement, % at 20 µM; IC50 in µM for titrated hits; Siah-1 / rhodamine-plectin peptide fluorescence polarization; higher % means a stronger effect;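 active = displacement of at least 50% at 20 µM, with a fluorescence ratio check between 0.3 and a set limit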;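 note: plate controls were Siah plus tracer with DMSO for no effect and tracer alone without Siah for full effect; strong numbers were not always called active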
SV40 large T antigen: SV40 large T antigen inhibitors, biochemical (AID 1903) | actives 0.39% (n = 310,000) | SV40 large T antigen ATPase/helicase inhibition assay; higher % means a stronger effect | inhibition, % at 20 µM; hits with a dose series show IC50 in µM; in the data active = a potency from the dose series; note: strong numbers were not always called active
Dengue-2 NS5 capping: Dengue-2 NS5 methyltransferase inhibitors, primary screen, biochemical, confirmation dose response (AID 588689) | actives 0.3% (n = 340,000) | inhibition, % at 25 µM, or IC50 in µM where a hit was titrated | Dengue-2 NS5 methyltransferase capping enzyme assay, biochemical; higher % means a stronger effect | Genome polyprotein (Dengue virus type 2 (strain 16681-PDK53)); in the data active = a potency from the dose series
NTR1 ag cell count 20 µM: also measured in NTR1 ag; calls as there; cell count; measured here: cell count, cytotoxicity flag
Dengue-2 NS5 capping pilot replicate: recorded beside Dengue-2 NS5 capping, whose call it bears; inhibition, %; measured here: pilot screen replicate inhibition
An asterisk follows results filed as active; / = not tested or not shown; [ ] = another dose, or the depositor's remark.

SMILES | West Nile virus CPE | AID2073 | Rac1 GTP hydrolysis | NTR1 ag | NTR1 ag cell count 20 µM | RSV CPE inhibition | K1F lysis inhibition | Siah-1 displacement | SV40 large T antigen | Dengue-2 NS5 capping | others
COC(CNC(=O)c1c[nH]c2ccc(S(=O)(=O)N3CCOCC3)cc2c1=O)OC | 0.2% | 7% | 9% | 0.4 | 66 | 1.7% | 0.2% | 4% | 4% | -5%
CCOC(=O)c1c(C)c(-c2ccccc2)n(CC(=O)NCCC(C)C)c1C | 0.9% | 18% | -5% | 0.4 | 81 | 1.7% | 0.1% | 0% | 8% | -5%
CC(C)Cn1c(N)c(C(=O)COC(=O)c2ccc(Cl)cc2)c(=O)n(C)c1=O | -1.4% | 0% | 0% | 13 | 58 | 16% | 0.3% | 2% | 7% | -1%
CSc1cc(-c2ccc(Cl)cc2)c(C(=O)N2CCCC2)s1 | -0.1% | -7% | 8% | 3.0 | 36 | 1.5% | -0.1% | -3% | -2% | -3%
CSc1ccccc1C(=O)N1CCC(CCC(=O)NC2CC2)CC1 | 0.1% | 4% | 10% | -1.6 | 65 | 0.1% | 0.4% | 3% | 1% | -1%
CC1(c2ccccc2)NC(=O)N(CC(=O)NNC(=O)c2ccccc2F)C1=O (stereo not drawn) | / | / | 3% | -1.2 | 84 | / | 0.5%[50 µM] | / | / | -9%
Cc1nnc(N/N=C/C2CC=CCC2)[nH]c1=O (stereo not drawn) | -0.3% | 24% | 3% | 0.0 | 54 | -0.7% | -0.7% | 4% | 4% | -8%
Cc1cccc(C(=O)Nc2ccc(S(=O)(=O)Nc3nc(C)cc(C)n3)cc2)c1 | 0.0% | -4% | 5% | 2.5 | 53 | 1.5% | 0.9% | 4% | 12% | -6%
CNC(=O)NC(=O)COC(=O)/C=C/c1cccc(Br)c1 | 0.4% | -14% | -2% | 1.5 | 48 | 4.3% | 0.1% | 3% | 3% | -6%
Cc1ccc(NC(=O)CN2C(=O)COc3ccc(S(=O)(=O)N4CCCC4)cc32)cc1C | -0.6% | 10% | 2% | 0.2 | 67 | 0.6% | 0.5% | 7% | 7% | -6%
CC1CC(C)CN(C(=O)C(C)N2CCN(S(=O)(=O)c3ccccc3F)CC2)C1 (stereo not drawn) | / | / | 4% | 2.9 | 54 | / | 1.3% | / | / | -3%
Cn1c(=O)c2c(nc(N3CCCCC3)n2CCNC2=NCCC2)n(C)c1=O | 0.2% | 2% | 8% | 0.1 | 53 | -0.8% | 0.2% | 2% | 6% | 2%
CCC(C)[C@H](NC(=O)[C@@H]1Cc2c([nH]c3ccccc23)C2c3ccccc3C(=O)N21)C(=O)N1CCC[C@@H]1C(=O)O (stereo partly drawn) | -0.4% | 0% | -2% | -1.5 | 87 | 3.4% | 3.5% | -2% | 10% | 1%
NC(=O)c1nsc(C(=O)N(c2cccc(F)c2)C(C(=O)NCC2CCCO2)c2cccs2)c1N (stereo not drawn) | -0.8% | 11% | 6% | 0.1 | 26 | 2.0% | -1.5% | 16% | 11% | -4%
COc1ccc(N2CCN(CC(=O)c3ccc(O)c(C)c3O)CC2)cc1 | -0.5% | -5% | 17% | 0.9 | 69 | -0.6% | 0.5% | 0% | 23% | -4%
CCCc1cc(=O)oc2cc(OCC(=O)NCC3CCC(C(=O)O)CC3)ccc12 (stereo not drawn) | 0.3% | 14% | 0% | 3.6 | 76 | 2.0% | 6.4% | -5% | 4% | 2%
Cc1cccc(NC(=O)C2CCN(c3nccc(C)n3)CC2)c1 | 0.0% | 2% | 8% | -1.5 | 75 | -0.5% | 0.6% | -2% | 12% | -7% | Dengue-2 NS5 capping pilot replicate=2.0
CC(C)OC(=O)CSc1nnc(-c2ccc(Cl)cc2Cl)n1N | 0.1% | 11% | 3% | 2.4 | 77 | 1.4% | -0.3% | 0% | 2% | -4% | Dengue-2 NS5 capping pilot replicate=0.4
COC(=O)/C(C#N)=C/c1c(Oc2cccc(C)c2C)nc2ccccn2c1=O | -0.4% | -7% | 7% | 0.3 | 39 | / | 0.3% | 3% | 11% | 0%
COC(=O)c1cc2sccc2n1Cc1ccc(C)cc1 | 2.9% | 1% | 9% | 1.6 | 53 | 0.5% | 6.0% | 8% | 3% | -2%

The final 2 records of the part before are carried over, then new ones follow:
SMILES | West Nile virus CPE | AID2073 | Rac1 GTP hydrolysis | NTR1 ag | NTR1 ag cell count 20 µM | RSV CPE inhibition | K1F lysis inhibition | Siah-1 displacement | SV40 large T antigen | Dengue-2 NS5 capping | others
COC(=O)/C(C#N)=C/c1c(Oc2cccc(C)c2C)nc2ccccn2c1=O | -0.4% | -7% | 7% | 0.3 | 39 | / | 0.3% | 3% | 11% | 0%
COC(=O)c1cc2sccc2n1Cc1ccc(C)cc1 | 2.9% | 1% | 9% | 1.6 | 53 | 0.5% | 6.0% | 8% | 3% | -2%
CC1(C)CC(=O)C(C=NCCN2CCOCC2)=C(O)C1 | -0.1% | 3% | 1% | -0.5 | 42 | 1.4% | 3.8% | -3% | 3% | 3%
CCOC(CCNC(=O)c1cc(-c2cccs2)nc2ccccc12)OCC | 0.2% | 8% | 7% | 0.6 | 82 | 0.9% | 0.0% | 8% | 24% | -4%
CC1=CCC(Cc2nc3ccccc3o2)C1(C)C (stereo not drawn) | 0.0% | -10% | 4% | 2.2 | 70 | 2.2% | 0.6% | 3% | 10% | -4%
CCNC(=O)COC(=O)C1CCN(S(=O)(=O)c2ccc3c(c2)OCCO3)CC1 | / | / | 4% | 0.7 | 78 | -1.6% | 1.6%[50 µM] | / | 8% | 7%
CCOc1cc(/C=C(/NC(C)=O)C(=O)O)cc(Cl)c1OCc1cccc(Br)c1 | -0.3% | 45% | 14% | 0.3 | 64 | 2.9% | -1.7%[50 µM] | 14% | 29% | 8%
COc1ccc(C(=O)NC(=S)Nc2cccnc2)cc1Cl | 0.1% | -5% | 1% | -0.8 | 58 | 1.5% | 0.2% | 16% | 19% | -5%
C/C(=N\Oc1cccc(F)n1)c1ccc(Cl)cc1Cl | 0.0% | -5% | 8% | 3.1 | 46 | 4.8% | 0.6% | -1% | -2% | 8%
Fc1ccc(-n2nnc(-c3ccccc3Cl)n2)cc1 | -0.5% | 0% | 8% | -0.1 | 63 | 1.3% | 0.3% | 15% | 10% | /
O=C(CCS(=O)(=O)Cc1ccccc1F)NCCCN1CCCCC1 | -0.2% | -7% | 8% | 0.3 | 46 | -0.1% | 2.0% | -5% | 6% | 4%
Cc1ccc(S(=O)(=O)N2CCC(C(=O)NNC(=O)c3ccccc3)CC2)cc1 | 0.4% | -3% | 4% | -0.9 | 39 | 1.0% | 1.2% | 4% | 8% | -11%
O=C(NCCN1CCCCC1)c1ccc(/C=N/O)nc1 | 0.1% | 3% | 8% | -0.6 | 59 | 0.8% | 0.1% | -2% | 3% | -2%
CCc1ccc(OCC(=O)Nc2nnc(C3CCCC3)s2)cc1 | -0.2% | 11% | 0% | 1.3 | 62 | 0.9% | 0.0% | 3% | 17% | -8%
COc1cc(/C=C2\CC/C(=C\c3ccc(OCCO)c(OC)c3)C2=O)ccc1OCCO | -0.5% | 12% | 12% | 3.5 | 98 | 2.2% | 0.0% | 5% | 0% | -85%
CC(C)NC(=O)c1ccc(-c2cccc(C(F)(F)F)c2)o1 | 0.1% | 18% | 9% | -1.4 | 47 | / | 0.2% | 2% | 19% | -7%
Cc1c(C)c2c(OCC(=O)Nc3cccnc3)cc3c(c2oc1=O)CCC(C)(C)O3 | -0.2% | 12µM* | -3% | -0.5 | 96 | 1.8% | 6.2% | 11% | 2% | -2%
CC(=O)Nc1ccc(NC(=O)c2ccc(NS(=O)(=O)c3cc(C(C)(C)C)cc(C)c3C)cc2)cc1 | 1.1% | 63% | 12% | 3.3 | 44 | 3.4% | 1.5%[50 µM] | -20% | -5% | -3%
COC(=O)c1cc2c(C)nn(C)c2s1 | 0.0% | 13% | 11% | -1.7 | 37 | 8.8% | 0.6% | 2% | 11% | 12%
CC(O)CNc1nc(Cl)c(C#N)s1 (stereo not drawn) | -0.1% | -4% | 7% | 1.4 | 100 | 1.6% | 0.3% | 4% | 11% | 7%
CN1CCN(c2nc3c(c(=O)[nH]c(=O)n3C)n2Cc2ccc([N+](=O)[O-])cc2)CC1 | 0.7% | 7% | 3% | 0.6 | 65 | 1.2% | 0.1% | -2% | 20% | 0% | Dengue-2 NS5 capping pilot replicate=-2.7
Cc1cn(S(=O)(=O)c2ccccc2[N+](=O)[O-])cn1 | -0.1% | -3% | 6% | 0.6 | 90 | 0.4% | -2.9% | 4% | 28% | 8%
CCS(=O)(=O)c1ncc(Cl)c(C(=O)Nc2ccc(S(=O)(=O)N3CCCC(C)C3)cc2)n1 (stereo not drawn) | -0.6% | -22% | 8% | 10 | 75 | -3.7% | -0.7% | 2% | 63µM* | -63%
CC(C)CN(C1CCS(=O)(=O)C1)S(=O)(=O)c1ccc2ccccc2c1 (stereo not drawn) | / | / | 4% | 1.6 | 57 | -1.6% | 1.5%[50 µM] | / | 12% | -1%
CCCCN1C[C@H](Cc2ccccc2)[C@@H](CC(=O)NCc2ccc(OC)cc2)C1=O | -1.2% | -11% | 1% | 0.4 | 61 | 1.3% | -0.9% | 5% | 10% | 1%
Cn1c(SCC(=O)c2ccccc2)ncc(C(=O)Nc2ccccc2)c1=O | / | / | 13% | 3.5 | 64 | 20% | 0.7%[50 µM] | / | 18% | 7%
Clc1cccc(-c2ccc(C=Nc3ccc(N4CCOCC4)cc3)o2)c1 | 0.0% | -16% | 24% | / | / | 1.8% | 1.8%[50 µM] | -2% | 5% | -5%
Nc1nc(N2CCN(C(=O)c3ccco3)CC2)nc2ccc(Br)cc12 | -0.8% | 1% | 14% | 6.7 | 51 | 8.1% | 0.5% | 5% | 7% | -2%

Ordered by number of heavy atoms (lowest first): part of the list above
SMILES | West Nile virus CPE | AID2073 | Rac1 GTP hydrolysis | NTR1 ag | NTR1 ag cell count 20 µM | RSV CPE inhibition | K1F lysis inhibition | Siah-1 displacement | SV40 large T antigen | Dengue-2 NS5 capping | others
O=C(NCCN1CCCCC1)c1ccc(/C=N/O)nc1 | 0.1% | 3% | 8% | -0.6 | 59 | 0.8% | 0.1% | -2% | 3% | -2%
O=C(CCS(=O)(=O)Cc1ccccc1F)NCCCN1CCCCC1 | -0.2% | -7% | 8% | 0.3 | 46 | -0.1% | 2.0% | -5% | 6% | 4%
Cn1c(SCC(=O)c2ccccc2)ncc(C(=O)Nc2ccccc2)c1=O | / | / | 13% | 3.5 | 64 | 20% | 0.7%[50 µM] | / | 18% | 7%
COC(CNC(=O)c1c[nH]c2ccc(S(=O)(=O)N3CCOCC3)cc2c1=O)OC | 0.2% | 7% | 9% | 0.4 | 66 | 1.7% | 0.2% | 4% | 4% | -5%
CCS(=O)(=O)c1ncc(Cl)c(C(=O)Nc2ccc(S(=O)(=O)N3CCCC(C)C3)cc2)n1 (stereo not drawn) | -0.6% | -22% | 8% | 10 | 75 | -3.7% | -0.7% | 2% | 63µM* | -63%
